BoNT F protease: blocks Botulinum neurotoxin F light chain protease; Multiplex microsphere protease cleavage assay, flow cytometry; AID 588497; inhibition, % at 10 µM; 0.22% of 360,000 active; in the data active means inhibition above about 35%, passing the limit was not always enough; inconclusive means no clear call, values can overlap the other calls; further: plate controls were buffer without enzyme for full effect and enzyme alone for no effect
GDH-TPI counter: inhibits GDH-TPI coupling enzymes, artifact for Mtb FBA screen | 1.2% of 360,000 active | inhibition, % at 4.8 µM | GDH-TPI coupled enzyme counterscreen, NADH absorbance;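 further: 0% = DMSO wells and 100% = wells lacking the enzyme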
FadD28 FP inh: blocks FadD28 binding to the bisubstrate probe; fluorescence polarization; inhibition, % at 12.5 µM; 0.22% of 360,000 active; AID 588549; in the data active means inhibition above about 8.5%, passing the limit was not always enough; inconclusive means no clear call, values can overlap the other calls
UGM FP inh: blocks M. tuberculosis UGM enzyme; P9WIQ1; 0.06% of 320,000 active; AID 504406; purified UGM, fluorescence polarization probe displacement; inhibition, % at 10 µM; in the data active means inhibition above about 10%, passing the limit was not always enough; inconclusive means no clear call, values can overlap the other calls
Target sequence (P9WIQ1 whole entry, looked up): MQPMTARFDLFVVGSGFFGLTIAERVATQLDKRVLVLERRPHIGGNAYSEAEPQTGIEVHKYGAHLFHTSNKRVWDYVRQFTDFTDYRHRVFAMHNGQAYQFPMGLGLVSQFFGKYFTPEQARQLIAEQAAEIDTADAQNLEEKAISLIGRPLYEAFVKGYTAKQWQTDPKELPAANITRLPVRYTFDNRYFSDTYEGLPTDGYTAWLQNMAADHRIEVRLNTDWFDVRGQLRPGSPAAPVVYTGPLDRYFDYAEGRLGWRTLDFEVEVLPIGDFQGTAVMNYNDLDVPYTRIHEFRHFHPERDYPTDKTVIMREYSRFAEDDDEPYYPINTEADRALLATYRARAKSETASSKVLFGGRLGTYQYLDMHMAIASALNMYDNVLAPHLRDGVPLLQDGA
CCHF vOTU inh: CCHFV vOTU protease inhibition. Pep-AMC fluorescence. inhibition, % at 11.5 µM. 0.55% of 370,000 active. AID 651958; further: 0% = vehicle wells with enzyme and 100% = no enzyme wells
FBA Mtb inh: Mtb fructose-bisphosphate aldolase inhibition. inhibition, % at 1 µM. purified M. tuberculosis FBA, fluorescence read-out. AID 588726. 2.3% of 360,000 active. P9WQA3; in the data active means inhibition above about 27%;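 further: 0% = vehicle and 100% = reference inhibitor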
Target sequence (P9WQA3 whole entry, looked up): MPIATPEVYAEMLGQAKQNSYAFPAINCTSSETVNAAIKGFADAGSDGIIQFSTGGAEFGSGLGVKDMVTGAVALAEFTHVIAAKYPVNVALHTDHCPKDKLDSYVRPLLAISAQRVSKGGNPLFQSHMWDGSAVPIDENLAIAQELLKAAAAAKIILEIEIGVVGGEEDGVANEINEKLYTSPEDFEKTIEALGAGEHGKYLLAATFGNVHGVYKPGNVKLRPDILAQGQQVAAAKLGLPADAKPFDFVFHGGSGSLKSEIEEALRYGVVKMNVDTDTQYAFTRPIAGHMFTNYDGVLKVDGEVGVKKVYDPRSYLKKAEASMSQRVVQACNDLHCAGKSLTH
PrPC TRFRET: reduces human prion protein on the cell surface. P04156. cell surface PrPC, TR-FRET read-out. inhibition, % at 13.8 µM. 0.43% of 370,000 active; in the data active means inhibition above about 24%; further: 0% = median of the test wells and 100% = reference compound wells
BoNT A protease: inhibitors of Botulinum neurotoxin A light chain protease. inhibition, % at 10 µM. multiplex microsphere protease substrate cleavage, flow cytometry. 0.17% of 360,000 active. AID 588499; in the data active means inhibition above about 30%; inconclusive means no clear call, values can overlap the other calls; further: plate controls were buffer without enzyme for full effect and enzyme alone for no effect
BioA inh: inhibitors of Mycobacterium tuberculosis BioA enzyme; 0.096% of 360,000 active; inhibition, % at 9.99 µM; purified M. tuberculosis BioA enzyme, plate reader; in the data active means inhibition above about 40%; inconclusive means no clear call, values can overlap the other calls
Active calls of the source: *; ? = inconclusive; · = not tested or not shown. Unless noted, no stated cut-off is given here; in the data, active means inhibition above about 30%; inactive means the rest.

SMILES	BoNT F protease	GDH-TPI counter	FadD28 FP inh	UGM FP inh	CCHF vOTU inh	FBA Mtb inh	PrPC TRFRET	BoNT A protease	BioA inh
CCOC(=O)n1c(=O)n(Cc2ccccc2)c2ccccc21	-13	-7	-2.7	-1.3	-1	-1	4	-0.3	·
Cc1ccc(Cc2cnc(N3C(=N)SC(c4ccccc4)C3=O)s2)cc1 (stereo not drawn)	-4	15	1.3	0.2	12	1	9	-0.1	-1.7
CC(=O)O[C@H]1C(=O)[C@@]2(C)[C@H]([C@H](OC(=O)c3ccccc3)[C@]3(O)C[C@H](OC(=O)[C@H](O)[C@@H](NC(=O)c4ccccc4)c4ccccc4)C(C)=C1C3(C)C)[C@]1(OC(C)=O)CO[C@@H]1C[C@@H]2O	-3	9	-0.2	-0.6	5	2	35*	-0.5	2.2
CC(=O)N(C(C)=O)c1ccc(Oc2ccc(Oc3ccc(N(C(C)=O)C(C)=O)cc3)cc2)cc1	-4	-3	-3.1	·	7	1	7	-0.3	3.0
COc1ccccc1CNc1nc(NCc2ccccc2OC)c2sccc2n1	-3	10	-1.1	·	-4	5	16	-0.3	-4.5
CCN(CC)CCn1c(NS(=O)(=O)c2ccc(C)cc2)nc2ccccc21	9	10	-1.3	4.9	9	2	5	-0.1	-2.7
O=C(CSc1nnc(Cn2c(=O)sc3ccccc32)n1-c1ccccc1)N1CCOCC1	-1	-1	-2.4	-3.6	-13	2	-1	0.5	-0.7
O=C(O)CCCN1C(=O)C(=O)/C(=C(/O)c2ccccc2)C1/C=C/c1ccccc1 (stereo not drawn)	-1	3	-0.3	-0.7	7	-4	5	-0.5	·
CC1(NC(=O)c2cccc(S(=O)(=O)N3CCN(c4ccccc4)CC3)c2)CCS(=O)(=O)C1 (stereo not drawn)	12	1	-0.1	-1.9	-6	7	-3	2.0	·
CCOC(=O)c1[nH]c2ccc(C)cc2c1N=CN(CC)CC	8	16	-1.1	-0.6	1	4	1	-0.1	0.6
COc1cccc(-c2nn(Cc3ccccc3)cc2C(=O)O)c1	-4	-2	-1.9	0.7	4	0	-8	-2.7	0.8
CCNc1nc(Cl)nc(-c2cn(-c3ccccc3)c3ccccc23)n1	-25	28	-0.9	-0.8	4	6	6	-8.4	·
CCC(=NCCc1c(C)[nH]c2ccc(C)cc12)C1=C(O)CC(c2ccccc2)CC1=O (stereo not drawn)	-6	0	-1.9	-2.8	-13	2	14	-0.8	·
COc1cc(/C=C/C(=O)NC(C)C2CC3CCC2C3)cc(OC)c1OC (stereo not drawn)	2	-5	-4.6	0.9	4	10	6	-0.6	-2.2
COc1ccc(C2(C)NC(=O)N(CC(=O)Nc3c(C)n(C)n(-c4ccccc4)c3=O)C2=O)cc1 (stereo not drawn)	-3	2	1.0	-1.0	-14	8	2	2.7	-3.7
N#Cc1ccc(CSc2nnc(-c3c[nH]c4ccccc34)n2-c2ccccc2)cc1	1	5	-4.8	-0.6	-1	-1	12	0.0	·
Cc1[nH]c2ccccc2c1SCc1n[nH]c(=S)n1C	-9	4	-1.6	1.4	-9	1	-3	-6.6	-0.4
Cc1ccc(-c2csc3ncn(CC#N)c(=O)c23)cc1C	·	16	-2.3	1.8	10	2	3	·	-3.5
COCCn1nnnc1CN1CCN2CCCC2C1 (stereo not drawn)	-6	12	1.6	0.3	-4	-3	-2	-1.7	-2.7
O=C(NCC(=O)N(CC1CCCO1)C(C(=O)NC1CCCCC1)c1ccc(F)cc1)c1ccco1 (stereo not drawn)	13	12	-2.2	-1.6	5	-1	-9	0.9	-1.9
CC1(C)C2CCC1(CS(=O)(=O)N1CCN(c3ccccc3F)CC1)C(=O)C2 (stereo not drawn)	4	-6	-1.4	1.4	23	2	-2	0.4	-0.4
CS(=O)(=O)N1CCN(c2ccc(NC(=S)NC(=O)c3cccs3)cc2)CC1	-2	4	-1.4	2.2	2	0	-2	-1.3	·
Cc1c(CNC(=O)c2nn3c(c2Cl)NC(c2ccccc2)CC3C(F)(F)F)cnn1C (stereo not drawn)	-7	5	0.5	2.4	1	1	10	?	2.1
COC(=O)N/N=C/c1ccccc1OCCOc1ccc(OC)cc1	?	1	-0.2	-1.6	11	1	10	-2.9	-2.6
COCCn1ccc2c(OCC(=O)NCCc3ccccc3)cccc2c1=O	-8	6	-2.4	-1.4	-5	2	-2	-1.7	0.8
Cc1ccc(-c2nc3cc(C)c(Br)c(C)n3c2Cc2ccsc2)cc1	-4	·	·	·	18	·	10	0.8	·
COc1ccc(-c2cccc(NS(=O)(=O)c3cc([N+](=O)[O-])c(C)c([N+](=O)[O-])c3)c2)nn1	-3	-8	-3.2	·	1	-1	-3	1.3	2.1
O=c1[nH]c(=S)[nH]c2c1C(C1CCCCC1)OC(C1CCCCC1)C2 (stereo not drawn)	4	·	·	·	3	·	2	0.5	·
COc1ccc(/C=C/C(=O)NCCc2ccc(OC)c(OC)c2)cc1	0	13	-4.2	·	-5	-2	1	0.1	0.6
COCCN(C(=O)c1cc(-c2ccncc2)nc2ccccc12)c1c(N)n(CC(C)C)c(=O)[nH]c1=O	8	10	-1.6	1.1	-5	4	11	4.0	·
O=C(CN(C(=O)CCC(=O)Nc1ccccn1)c1ccc(F)cc1)NCCc1ccccc1	-5	-5	-3.9	-6.1	-3	-2	-3	1.6	1.0
CN(CC(=O)Nc1ccc(F)c(F)c1F)C(=O)C1CC(=O)N(c2ccc3c(c2)OCCO3)C1 (stereo not drawn)	·	7	-1.2	-0.3	0	-1	-5	·	·
C=CCN(c1ccc(C(=O)Nc2cccc(C)c2)cc1)S(C)(=O)=O	1	0	-1.5	-0.1	16	2	10	0.2	·
O=C(c1ccc(S(=O)(=O)N2CCOCC2)cc1)N1CCN(c2ccccn2)CC1	-3	0	0.7	0.0	6	-1	5	-1.1	-1.3
C=CCn1c(SCc2c(C)noc2C)nc2sc3c(c2c1=O)CCCCC3	-6	-3	-3.1	0.1	-3	-4	-2	-1.7	0.1
Cc1cc(C)c(NC(=O)CSCc2c(C)noc2C)c(C)c1	?	6	-0.7	-0.5	4	3	-7	-2.4	-0.8
CCOCCCNc1nc2c(c(=O)n(C)c(=O)n2C)n1CCCc1ccccc1	11	2	-0.6	-2.2	-7	3	3	-2.0	2.7
O=C(CSc1nc2c([nH]c3ccccc32)c(=O)n1-c1ccccc1)N1CCOCC1	-11	16	-1.2	0.3	7	5	4	-0.1	-2.1
Cn1cnc([N+](=O)[O-])c1SCC(O)CN1CCCCC1 (stereo not drawn)	-4	-3	-1.4	-3.5	1	0	-3	-0.6	·
COc1cccc(OC)c1C(=O)Nc1cc(Cl)ccc1N1CCOCC1	9	3	2.7	3.8	10	4	-2	-0.3	-0.7
O=C(c1cc(COc2cccc(C(F)(F)F)c2)on1)N1CCc2ccccc2C1	10	-10	2.2	1.0	20	3	3	-0.5	-1.7
CC1=CC(C)(C)N(S(=O)(=O)c2ccc(C)cc2)c2cc(C)ccc21	5	-6	-1.3	-2.8	-8	-4	4	0.8	-1.3
CSCCC(NS(=O)(=O)c1ccc2c(c1)c(=O)n(C)c(=O)n2C)C(=O)NC1CCN(Cc2ccccc2)CC1 (stereo not drawn)	-4	-15	-3.7	-1.9	1	-8	-4	0.0	-2.1
CCN(C(=O)CN1CCN(C)CC1)c1c(N)n(Cc2ccccc2)c(=O)[nH]c1=O	-9	18	-2.7	-1.8	-4	0	3	-0.9	-1.6
O=C(O)/C=C(\Oc1ccccc1)C1(O)CCCCC1	-1	15	0.2	2.2	6	5	4	1.0	-8.1
O=C(N1CCOCC1)N1CCN(S(=O)(=O)c2ccc(Cl)cc2)C1	-6	0	-1.1	0.9	0	1	7	-1.7	-1.2
COc1ccc2[nH]cc(C(=O)CN3CC(C)CC(C)C3)c2c1 (stereo not drawn)	3	-4	0.8	-0.7	-3	4	4	0.7	0.2
COc1ccccc1CNC(=O)CCN=C1NS(=O)(=O)c2ccccc21	·	-2	-0.8	0.3	-6	0	3	·	0.0
COc1cccc(/C=C/C(=O)OCC(=O)NCC2CCCO2)c1 (stereo not drawn)	10	-7	-0.9	2.2	-11	13	1	0.7	-2.2
COc1ccc(CN2CCN(C(=O)c3cc(C4CC4)nn3-c3ccccc3)CC2)cc1F	0	-3	·	1.1	7	-1	1	-1.6	1.8

Full records from above. Values in the order: BoNT F protease, GDH-TPI counter, FadD28 FP inh, UGM FP inh, CCHF vOTU inh, FBA Mtb inh, PrPC TRFRET, BoNT A protease, BioA inh
Results for `CSCCC(NS(=O)(=O)c1ccc2c(c1)c(=O)n(C)c(=O)n2C)C(=O)NC1CCN(Cc2ccccc2)CC1` (stereo not drawn) = -4, -15, -3.7, -1.9, 1, -8, -4, 0.0, -2.1
Results for `CCN(C(=O)CN1CCN(C)CC1)c1c(N)n(Cc2ccccc2)c(=O)[nH]c1=O` = -9, 18, -2.7, -1.8, -4, 0, 3, -0.9, -1.6
Results for `O=C(O)/C=C(\Oc1ccccc1)C1(O)CCCCC1` = -1, 15, 0.2, 2.2, 6, 5, 4, 1.0, -8.1

Further structures follow.
SMILES	BoNT F protease	GDH-TPI counter	FadD28 FP inh	UGM FP inh	CCHF vOTU inh	FBA Mtb inh	PrPC TRFRET	BoNT A protease	BioA inh
Cc1ccc(CNC(=O)CCC2CCCN(Cc3cccc4c3OCO4)C2)o1 (stereo not drawn)	0	10	-2.6	0.8	-11	5	-7	-0.8	0.3
CC(=C1C(=O)c2ccccc2C1=O)N1CCN(C/C=C/c2ccccc2)CC1	1	16	6.6	2.8	2	-2	-14	1.2	·
CN(CC(=O)N1CCOCC1)S(=O)(=O)c1cc(Cl)ccc1Cl	23	-1	0.0	1.7	0	-1	-3	0.2	0.9
Cc1oc(-c2cccc(Cl)c2)nc1CN1CCC(C(=O)NCCCN2CC(C)CC(C)C2)CC1 (stereo not drawn)	-8	5	2.0	-1.4	·	2	·	-3.6	-2.2
O=S(=O)(c1ccccc1F)N1CCN(CCc2ccccc2)CC1	-22	15	1.3	-1.0	0	10	2	-0.6	-2.4
CCCCn1c(N)c(N(CCOC)C(=O)CCNC(=O)c2ccccc2Cl)c(=O)[nH]c1=O	1	0	-2.7	2.2	-7	0	-5	-0.2	0.1
COC(=O)c1ccc(Nc2ncnc3c2cnn3-c2cccc(C)c2)cc1	1	-18	-1.2	2.5	-1	1	-3	-0.3	-2.5
Cc1ccccc1NC(=O)C1CCN(C(=O)NC2CCCCC2)CC1	5	-6	0.5	0.1	6	15	0	1.9	1.3
CC(C)(C)c1cc2cccnc2n1Cc1ccccc1	1	4	1.3	-4.2	0	2	-8	0.3	3.5
CCCCN(Cc1cc2ccccc2[nH]c1=O)S(=O)(=O)c1ccc(C)cc1	-3	-2	-3.4	-3.5	1	5	-3	-1.0	0.7

Quoted at random: 6 entries already listed, in no set order.
SMILES	BoNT F protease	GDH-TPI counter	FadD28 FP inh	UGM FP inh	CCHF vOTU inh	FBA Mtb inh	PrPC TRFRET	BoNT A protease	BioA inh
Cc1ccccc1NC(=O)C1CCN(C(=O)NC2CCCCC2)CC1	5	-6	0.5	0.1	6	15	0	1.9	1.3
CCCCn1c(N)c(N(CCOC)C(=O)CCNC(=O)c2ccccc2Cl)c(=O)[nH]c1=O	1	0	-2.7	2.2	-7	0	-5	-0.2	0.1
Cc1ccc(CNC(=O)CCC2CCCN(Cc3cccc4c3OCO4)C2)o1 (stereo not drawn)	0	10	-2.6	0.8	-11	5	-7	-0.8	0.3
CCCCN(Cc1cc2ccccc2[nH]c1=O)S(=O)(=O)c1ccc(C)cc1	-3	-2	-3.4	-3.5	1	5	-3	-1.0	0.7
CN(CC(=O)N1CCOCC1)S(=O)(=O)c1cc(Cl)ccc1Cl	23	-1	0.0	1.7	0	-1	-3	0.2	0.9
Cc1oc(-c2cccc(Cl)c2)nc1CN1CCC(C(=O)NCCCN2CC(C)CC(C)C2)CC1 (stereo not drawn)	-8	5	2.0	-1.4	·	2	·	-3.6	-2.2

Source: PubChem (several laboratories)
